p53ts 32C kill: kills p53ts cells at the permissive temperature; H1299-p53A138V at 32C, ATP luminescence viability, 24 h; Potency, µM (titrated, usually from 46.1 µM), inactives show top-dose activity change, negative = cytotoxicity, hits mostly cytotoxic; hit rate 0.93% among 130,000;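 note: 0% = DMSO and -100% = full killing by reference compound; nearly all actives have a fitted effect of over 55% in size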
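Viability by ATPlite luminescence after 24 h compound treatment (up to 46 uM) at the permissive 32C. Cells are H1299 carrying p53 A138V. Scale runs from DMSO basal to 100 uM tamoxifen as full kill; AC50 from Hill fits.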
IkB sig inh: inhibitors of IkB signaling in ABC-DLBCL cells; ABC-DLBCL IkBa-CBG/CBR dual luciferase ratio, 4 h; response scale: scaled: untreated 0%, proteasome inhibitor 100%; Potency, µM (series often up to 57.1 µM), for inactives: at the highest dose IkBa stabilization activation; hit rate 0.04% among 110,000; AID 445; active = well fitted curve in the direction sought with a large enough effect in the signal ratio, not every such curve was filed as active; inconclusive = small, poorly fitted or top-dose-only effect, or a change in a side signal; the % refers to the signal ratio;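 note: the direction sought is a rising ratio; 0% = basal untreated cells and 100% = reference inhibitor full response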
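In this assay, an IκBα–CBG68 fusion accumulates when IKK-driven degradation is blocked; native CBR normalizes for cell number. OCI-Ly3 cells were treated 4 h with compound and doxycycline, then green and red light read after Chroma-Glo addition.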
p53ts 39C kill: cytotoxicity in p53ts cells at nonpermissive temperature. H1299-p53A138V viability at 39C, ATP luminescence, 24 h. Potency, µM (titrated, usually from 46.1 µM), without a hit: top-dose activity change, negative = cell killing, actives largely listed as cytotoxic. hit rate 1.5% among 130,000; note: nearly all actives have a fitted effect of over 55% in size
Imprint erasure: genomic imprint erasure induction | Potency, µM (highest dose often 60.7 µM), without a hit: top-dose activity change, positive = activation, most hits filed as activators | mouse ES Peg3-LacZ reporter, beta-gal luminescence, 40 h | hit rate 0.02% among 110,000;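 note: 0% = negative control wells on the plate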
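Each well holds 300 Peg3LacZ-Neo (maternal) female ES cells incubated 40 h at 37C, 5% CO2. LacZ is measured by BetaGlo luminescence, with AC50 and maximum efficacy derived from dose-response curves.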
Active calls of the source: *; [ ] = another dose, or the depositor's remark. Unless noted, calls come from the whole dose curve; as a rule, active = well fitted curve in the direction sought with a large enough effect; inconclusive = small, poorly fitted or top-dose-only effect, or another doubt; inactive = no such curve, though single readings can be large; an effect the other way counts as inactive or inconclusive. Unless noted, % is set by controls: 0 for no effect and ±100 for the full control effect; potency is the fitted concentration of half-maximal effect.

Screening CCOC(=O)N1CCN(C(=O)Cc2cccs2)CC1 returned p53ts 32C kill -8%, IkB sig inh -0.9%, p53ts 39C kill 1% and Imprint erasure -11%.
For O=c1cc(N=Nc2ccc(O)cc2)[nH]c(=O)[nH]1 the results were p53ts 32C kill -3%[9.22 µM], IkB sig inh -1.7%[11.4 µM], p53ts 39C kill -9%[9.22 µM] and Imprint erasure -8%[10.9 µM].
For COc1ccc(NC2=C(C(C)=O)C(c3ccc(OC)c(OC)c3)C(C(C)=O)C(C)(O)C2)cc1 (stereo not drawn) the results were p53ts 32C kill -3% and p53ts 39C kill -2%.
Screening CCOc1cc(CNC(=O)C2CCN(c3nc4ccccc4[nH]3)CC2)cc(OCC)c1OCC returned p53ts 32C kill -3%, IkB sig inh -0.6%, p53ts 39C kill -9% and Imprint erasure 13%[10.9 µM].
`CCOC(=O)Nc1oc2ccccc2c(=O)c1CN1CCOCC1` gave p53ts 32C kill -7%, IkB sig inh 1.0%, p53ts 39C kill -14% and Imprint erasure -21%.
Screening O=c1[nH]c(SCc2cccc(Cl)c2)nc2c1CCCC2 returned p53ts 32C kill 12%, IkB sig inh 0.5%, p53ts 39C kill 3% and Imprint erasure -15%.
For CC(=O)C1=C(C)OC(N)=C(C#N)C1c1ccco1 (stereo not drawn) the results were p53ts 32C kill 6%, IkB sig inh 0.5%, p53ts 39C kill 12% and Imprint erasure -7%.
Screening CCOC(=O)c1cnc(-n2nc(C)cc2C)nc1Nc1cccc(C(C)=O)c1 returned p53ts 32C kill -13%, IkB sig inh -4.7%, p53ts 39C kill 5% and Imprint erasure -2%.
For O=c1c2c(nc3n1CCCCC3)-c1ccccc1CC21CCCC1 the results were p53ts 32C kill 9%, IkB sig inh -0.4%, p53ts 39C kill -6% and Imprint erasure -7%.
COc1ccc(C(CNC(=O)c2cccc([N+](=O)[O-])c2)N2CCOCC2)cc1 (stereo not drawn) was read as p53ts 32C kill -6%, IkB sig inh -0.2%, p53ts 39C kill 2% and Imprint erasure -8%[10.9 µM].
COc1cccc(NC(=O)Nc2nnc(N3CCCCC3C)s2)c1 (stereo not drawn) was read as p53ts 32C kill -10%, IkB sig inh inconclusive, p53ts 39C kill 2% and Imprint erasure -25%.
COc1ccc(Cn2c(CCC(=O)NCc3cccc(Cl)c3)nc3cccnc32)cc1 was read as p53ts 32C kill 3%, IkB sig inh 0.1%, p53ts 39C kill 9% and Imprint erasure -12%[10.9 µM].
CCc1nc2ccccc2n1CCCCOc1ccc(C)cc1 was read as p53ts 32C kill 5%, IkB sig inh -1.8%, p53ts 39C kill inconclusive and Imprint erasure -6%[10.9 µM].
CC(C)(C)c1ccc(C(=O)/C=C2\NC(=O)CS2)cc1 was read as p53ts 32C kill 10µM*, IkB sig inh -0.8%, p53ts 39C kill 7.9µM* and Imprint erasure -57%[inhibitor].
Screening S=C(NC1CCCC1)N1CCN(c2ccccn2)CC1 returned p53ts 32C kill -7% and p53ts 39C kill 9%.

Reprinted from the part before: 5 compounds; new compounds follow.
COc1cccc(NC(=O)Nc2nnc(N3CCCCC3C)s2)c1 (stereo not drawn) was read as p53ts 32C kill -10%, IkB sig inh inconclusive, p53ts 39C kill 2% and Imprint erasure -25%.
COc1ccc(Cn2c(CCC(=O)NCc3cccc(Cl)c3)nc3cccnc32)cc1 was read as p53ts 32C kill 3%, IkB sig inh 0.1%, p53ts 39C kill 9% and Imprint erasure -12%[10.9 µM].
CCc1nc2ccccc2n1CCCCOc1ccc(C)cc1 was read as p53ts 32C kill 5%, IkB sig inh -1.8%, p53ts 39C kill inconclusive and Imprint erasure -6%[10.9 µM].
CC(C)(C)c1ccc(C(=O)/C=C2\NC(=O)CS2)cc1 was read as p53ts 32C kill 10µM*, IkB sig inh -0.8%, p53ts 39C kill 7.9µM* and Imprint erasure -57%[inhibitor].
Screening S=C(NC1CCCC1)N1CCN(c2ccccn2)CC1 returned p53ts 32C kill -7% and p53ts 39C kill 9%.
For CS(=O)(=O)N(CC(=O)Nc1ccc2c(c1)OCCO2)c1ccc2c(c1)OCO2 the results were p53ts 32C kill 0%, IkB sig inh -0.1%, p53ts 39C kill 10% and Imprint erasure -4%.
For CCc1ccccc1NC(=O)c1nn(-c2ccc(C)cc2)c(=O)c2c1c1ccccc1n2C the results were p53ts 32C kill -4%, IkB sig inh -2.7%, p53ts 39C kill -18% and Imprint erasure 6%[10.9 µM].
`CCc1c(C)nc2nncn2c1NCc1ccccc1` gave p53ts 32C kill 4%, IkB sig inh 1.4%, p53ts 39C kill -11% and Imprint erasure -16%[10.9 µM].
For O=S(=O)(Nc1ccc(N2CCOCC2)cc1)c1cccs1 the results were p53ts 32C kill 1%, IkB sig inh 1.8%, p53ts 39C kill 10% and Imprint erasure -9%.
Screening NS(=O)(=O)c1ccc(CCNC(=O)Cn2c(=O)c3cccn3c3ccc(F)cc32)cc1 returned p53ts 32C kill -6%, IkB sig inh 0.9%, p53ts 39C kill inconclusive and Imprint erasure -19%[10.9 µM].
`CC(CCC(=O)O)(c1ccc(O)cc1)c1ccc(O)cc1` gave p53ts 32C kill -11%[1.84 µM], IkB sig inh -0.3%[11.4 µM], p53ts 39C kill 6% and Imprint erasure -11%[10.9 µM].
For O=C1c2ccccc2C(=O)c2c(NC(=O)c3ccc4c5c(ncnc35)-c3ccccc3C4=O)cccc21 the results were p53ts 32C kill -4%[9.22 µM], IkB sig inh 3.1%[11.4 µM], p53ts 39C kill 9%[9.22 µM] and Imprint erasure 4%[10.9 µM].
N#CCSc1nnc(Cc2ccc3c(c2)OCO3)o1 was read as p53ts 32C kill 8%, IkB sig inh 0.2%, p53ts 39C kill 2% and Imprint erasure -4%.
`Cc1ccc(Cn2nc(C)c(NC(=O)c3cc(-c4ccc(F)cc4)on3)c2C)cc1` gave p53ts 32C kill 7%, IkB sig inh inconclusive, p53ts 39C kill -17% and Imprint erasure 7%[10.9 µM].
`CC(C)CC(=O)Nc1cc(-c2ccccc2F)nn1-c1ccccc1` gave p53ts 32C kill 0%, IkB sig inh -1.5%, p53ts 39C kill -4% and Imprint erasure 6%[10.9 µM].
Screening CCOC(=O)/C(C#N)=C1\C=CN(C)C(C)=N1 returned p53ts 32C kill -4% and p53ts 39C kill -16%.
CC(C)CCNS(=O)(=O)c1ccc(N2CCCCS2(=O)=O)cc1 was read as p53ts 32C kill -11%, IkB sig inh 0.4%, p53ts 39C kill -16% and Imprint erasure -14%[10.9 µM].
Screening CC(C)c1ccc(S(=O)(=O)c2nnn3c2nc(N2CCCCC2)c2sccc23)cc1 returned p53ts 32C kill 20%, IkB sig inh 0.8%, p53ts 39C kill -4% and Imprint erasure -9%[10.9 µM].
Screening CC(=O)c1cccc(NC(=O)c2cccc(S(=O)(=O)N(C)C)c2)c1 returned p53ts 32C kill 2%, IkB sig inh 2.0%, p53ts 39C kill 7% and Imprint erasure -18%.
Screening CCC(=O)Nc1ccc(S(=O)(=O)NCc2ccc3c(c2)CCN3C(=O)c2ccc(C)cc2)cc1 returned p53ts 32C kill 0%, IkB sig inh -0.1%, p53ts 39C kill -16% and Imprint erasure -9%[10.9 µM].
CC(C)OC(=O)Cn1c(=O)oc2ccccc21 was read as p53ts 32C kill -3%, IkB sig inh -0.2%, p53ts 39C kill 1% and Imprint erasure -9%.
Cn1c(=O)oc2cc(S(=O)(=O)Nc3cccc(F)c3)ccc21 was read as p53ts 32C kill 5%, IkB sig inh 1.9%, p53ts 39C kill -7% and Imprint erasure -2%.
Screening CN1C(=S)SC(C)(C)C1(C)NO (stereo not drawn) returned p53ts 32C kill 10%, IkB sig inh 0.3%, p53ts 39C kill -1% and Imprint erasure -7%.
`COc1ccc2c(=O)c(CC(=O)O)coc2c1` gave p53ts 32C kill -15%, p53ts 39C kill -4% and Imprint erasure -4%.
Cc1ccc(CNC(=O)CCC(=O)N2CCSc3ccccc32)cc1 was read as p53ts 32C kill 0%, IkB sig inh inconclusive, p53ts 39C kill 2% and Imprint erasure -14%[10.9 µM].
For COc1cccc(Cn2c(=O)cnc3cnc(Nc4ccccc4)nc32)c1 the results were p53ts 32C kill inconclusive, IkB sig inh -0.8%[11.4 µM], p53ts 39C kill inconclusive and Imprint erasure -18%.
COc1ccc2c(CNCc3cccs3)c(C(=O)O)n(Cc3ccc(C)cc3)c2c1 was read as p53ts 32C kill 6%, IkB sig inh 0.5%, p53ts 39C kill -4% and Imprint erasure -10%[10.9 µM].
`CCn1c(SCC(=O)N/N=C/C=C/c2ccccc2[N+](=O)[O-])nnc1-c1ccccc1` gave p53ts 32C kill 10% and p53ts 39C kill -11%.
For C=Cc1ccc(Cn2c(=O)n(-c3ccccc3C)c(=O)c3c4c(sc32)CN(C(C)=O)CC4)cc1 the results were p53ts 32C kill 5%, IkB sig inh 12%, p53ts 39C kill -25% and Imprint erasure -9%[10.9 µM].
For Cc1ccc(-n2ncc3c(NCCCn4ccnc4)ncnc32)cc1C the results were p53ts 32C kill 1%, IkB sig inh inconclusive, p53ts 39C kill -29% and Imprint erasure -18%[10.9 µM].
CN(C)C(=O)c1ccc(-c2cc(NCc3cccs3)ncn2)cc1 was read as p53ts 32C kill 2%, IkB sig inh -1.1%[11.4 µM], p53ts 39C kill -2% and Imprint erasure inconclusive.
CCCn1cc(S(=O)(=O)CC(=O)NC2CCCCC2)c2ccccc21 was read as p53ts 32C kill 0%, IkB sig inh 4.9%, p53ts 39C kill 13% and Imprint erasure 8%.
Screening Cc1cc(C)n2nc(C(=O)OCCOc3ccc(F)cc3)nc2n1 returned p53ts 32C kill -8%, IkB sig inh -1.1%, p53ts 39C kill -5% and Imprint erasure -8%.
For CCCNC(=O)CSc1c(CCC)cnc2c1c(=O)n(C)c(=O)n2C the results were p53ts 32C kill -3%, IkB sig inh 3.3%, p53ts 39C kill -2% and Imprint erasure 24%[10.9 µM].
`COc1ccc(-n2nc(C(=O)NCC(=O)NCc3ccco3)c3ccccc3c2=O)cc1Cl` gave p53ts 32C kill -2%, IkB sig inh inconclusive, p53ts 39C kill 1% and Imprint erasure -11%.
Screening CCOc1cc(C(=O)Nc2ncccn2)cc(OCC)c1OCC returned p53ts 32C kill -3%, IkB sig inh 5.0%, p53ts 39C kill 5% and Imprint erasure 7%.
Screening CC1CN(Cc2nc3c(c(=O)n(C)c(=O)n3C)n2Cc2cccc(Cl)c2)CC(C)O1 (stereo not drawn) returned p53ts 32C kill -15%, IkB sig inh 0.9%, p53ts 39C kill 14% and Imprint erasure -4%.
`Cc1ccc(NC2SC(=O)N(Cc3cccc(C(=O)O)c3)C2=O)cc1` (stereo not drawn) gave p53ts 32C kill -1%, IkB sig inh 7.1%, p53ts 39C kill -1% and Imprint erasure -12%.
For CCOC(=O)C1=C(CN(CC)Cc2ccccc2)NC(=O)NC1c1ccc(OC(C)C)cc1 (stereo not drawn) the results were p53ts 32C kill 32%[activator], IkB sig inh inconclusive, p53ts 39C kill 19% and Imprint erasure -7%[10.9 µM].
Screening COC(=O)c1ccc(NC(=O)CSc2nnc(COc3ccc4c(c3)CCCC4)o2)cc1 returned p53ts 32C kill 5% and p53ts 39C kill 2%.
COc1cccc(NC(=O)Cn2c(=O)n(CCCCC(=O)NCc3ccccc3Cl)c(=O)c3ccccc32)c1 was read as p53ts 32C kill 9%, IkB sig inh inconclusive, p53ts 39C kill 9% and Imprint erasure -3%[10.9 µM].
`COc1ccc(OC)c(NCc2cccn2-c2nnc(N3CCCCC3)s2)c1` gave p53ts 32C kill inconclusive, IkB sig inh inconclusive, p53ts 39C kill -22% and Imprint erasure -14%[10.9 µM].
Cc1ccc(NC(=O)NC(C)c2c(-n3cccc3)sc(C)c2C)cc1F (stereo not drawn) was read as p53ts 32C kill 4%, IkB sig inh 0.3%, p53ts 39C kill inconclusive and Imprint erasure -8%[10.9 µM].
Clc1ccc(CCNc2ncnc3c2c(-c2ccccc2)cn3-c2ccccc2)cc1 was read as p53ts 32C kill -1%, IkB sig inh inconclusive, p53ts 39C kill -12% and Imprint erasure 13%[10.9 µM].
CC1CC(C)CN(C(=O)CCCn2c(=S)[nH]c3ccccc3c2=O)C1 (stereo not drawn) was read as p53ts 32C kill 5%, IkB sig inh 0.8%, p53ts 39C kill 9% and Imprint erasure -11%.
CCC(=O)N1CCCc2cc(S(=O)(=O)N3CCC(C(=O)NC4CCC(C)CC4)CC3)ccc21 (stereo not drawn) was read as p53ts 32C kill 8%, IkB sig inh -0.7%, p53ts 39C kill -24% and Imprint erasure -9%[10.9 µM].
